# Myeloid diff MLP: myeloid differentiation induction | ER-HoxA9 myeloid progenitors, lysozyme-GFP differentiation, flow cytometry | calls only at 10 µM | 360,000 compounds, 1% hits | AID 624256;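 active = normalized GFP-positive differentiation at or above the plate's own cutoff, the solvent-only control mean plus 3 SD; inconclusive = no clear call, values can overlap the other calls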;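 also: cells exposed to compound for four days before flow analysis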
# MgcRacGAP inhibition: MgcRacGAP GTPase-activating activity inhibitors, confirmation, biochemical, ADP Hunter fluorescence; inhibition, % at 30 µM; hits with a dose series show IC50 in µM; AID 624330; MgcRacGAP-stimulated Rac1 GTP hydrolysis, ADP Hunter fluorescence; higher % means a stronger effect; GST-tagged Rac1 F28L mutant substrate; 340,000 compounds, 0.6% hits;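 active = first-screen hits whose inhibition reached a set limit at any dose in the follow-up dose series; inconclusive = inhibition above the set first-screen limit but never retested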;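 also: fluorescence reports GDP produced by GAP-driven GTP hydrolysis; strong numbers were not always called active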
# NTR1 ag: NTR1-driven beta-arrestin-GFP spot formation – imaging, U2OS cells, high content, primary screen (AID 493036); activation, % at 20 µM; 330,000 compounds, 0.17% hits; agonist mode; P30989;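 active = activation at or above 40% of the spot to cytoplasm intensity ratio, with at least 20 cells analyzed; inconclusive = wells under 20 cells, flagged as cytotoxic or low count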;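 also: 0% = DMSO without peptide and 100% = 100 nM NTR1 peptide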
# Target sequence (P30989 whole entry, looked up): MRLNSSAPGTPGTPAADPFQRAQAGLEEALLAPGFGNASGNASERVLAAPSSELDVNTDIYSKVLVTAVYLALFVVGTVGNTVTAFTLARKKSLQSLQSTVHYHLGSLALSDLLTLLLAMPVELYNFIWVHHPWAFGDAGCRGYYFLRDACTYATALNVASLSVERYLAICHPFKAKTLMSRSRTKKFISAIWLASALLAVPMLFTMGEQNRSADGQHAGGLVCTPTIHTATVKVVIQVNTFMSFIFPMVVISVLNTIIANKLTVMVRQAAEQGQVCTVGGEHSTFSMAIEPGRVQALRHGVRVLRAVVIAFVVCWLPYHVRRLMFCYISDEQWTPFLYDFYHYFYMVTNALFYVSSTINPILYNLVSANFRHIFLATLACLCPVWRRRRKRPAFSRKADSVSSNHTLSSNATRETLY
# Large T inhibition: SV40 large T antigen inhibitors, biochemical (AID 1903) | inhibition, % at 20 µM, or IC50 in µM where a hit was titrated | 310,000 compounds, 0.39% hits | SV40 large T antigen ATPase/helicase inhibition assay; higher % means a stronger effect; in the data active = a potency from the dose series; inconclusive = inhibition mostly from about 32% at the one dose, without a potency; inactive = the rest, 99 in 100 with inhibition below about 32%; also: strong numbers were not always called active
# TNAP activation fold: human TNAP enzyme activators, primary screen, biochemical, luminescent, no phosphate acceptor, uHTS (AID 1001); purified TNAP, luminescent activation assay, no phosphate acceptor; higher activation fold means a stronger effect; 200,000 compounds, 0.03% hits; activation fold at 20 µM, or EC50 in µM where a hit was titrated; in the data active = activation fold from about 3, or a potency from the dose series; inactive = the rest, 99 in 100 with activation fold below about 1.6; also: many of its hits are not listed in these tables
# UTI89 phage lysis: inhibition of K1F phage lysis, E. coli UTI89, bacterial capsule biogenesis inhibitors, alamar blue (AID 488966). E. coli UTI89 K1F phage lysis, alamar blue, 2 h; higher % means a stronger effect. inhibition, % at 100 µM; hits with a dose series show IC50 in µM. 340,000 compounds, 0.02% hits;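 active = phage lysis inhibition, versus mean bacterial control, above a set limit; inconclusive = no clear call, values can overlap the other calls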;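 also: capsule biogenesis inhibitors block K1F phage lysis so surviving cells raise fluorescence; higher fluorescence means more inhibition of phage lysis; actives were called in the ten point dose series up to 300 µM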
# PhoP inhibition: inhibitors of PhoP regulon expression, primary screen, Salmonella Typhimurium, GFP reporter (AID 1863); S. Typhimurium PhoP-regulated promoter GFP reporter, 4 h; higher % means a stronger effect; one-dose inhibition, % at 50 µM; IC50 in µM for titrated hits; 300,000 compounds, 0.16% hits;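 active = inhibition over 29.93%, a cutoff 3 SD above the screen mean, later confirmed by dose response; inconclusive = inhibition over 29.93% but no dose response follow-up; inactive = inhibition at most 29.93% or unconfirmed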;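 also: 0% = low Mg2+ inducing control and 100% = high Mg2+ repressing control; strong numbers were not always called active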
# T cell HTS: T cell immune modulation candidate. 330,000 compounds, 0.068% hits. 2C CD8+ T cell-vesicle binding, flow cytometry; stronger effect = lower value. calls only at 7 µM;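 active = response, share of CD8 T cells binding vesicles, and their 90th percentile fluorescence all below set limits, cut at about 80% in these data, passing the limit was not always enough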
#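 Benchmarks: naked versus QL9-loaded vesicles / Assay system: purified 2C TCR transgenic mouse naive CD8+ T cells / Technique: high-throughput flow cytometry with anti-B7-1 and anti-CD8 staining / Timing: Cell–vesicle co-incubation 1.5 h at 37 °C, staining 20 min on ice / Read-out: percent CD8+ FL2 mean versus row control / Probe or stimulus: QL9-loaded Drosophila micro-vesicles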
# RSV CPE inhibition: inhibition of RSV-induced cytopathic effect – HEp-2 cells, primary 10 µM value included (AID 2391); CPE inhibition, % at 10 µM, or IC50 in µM where a hit was titrated; HEp-2 cells, RSV-induced CPE inhibition; higher % means a stronger effect; 310,000 compounds, 0.13% hits; in the data active = a potency from the dose series; inconclusive = CPE inhibition mostly from about 23% at the one dose, without a potency; inactive = the rest, 99 in 100 with CPE inhibition below about 21%; also: strong numbers were not always called active
# T cell HTS vesicle-bound %: further read-out of T cell HTS, marked with its call; double positive events, %; measured here: CD8+ vesicle-bound cell fraction;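 binding gate set so that unloaded-vesicle control wells show 10% double positive cells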
# NTR1 ag cell count 20 µM: second read-out of NTR1 ag, no call of its own (marks repeat the call); cell count; measured here: cell count, cytotoxicity flag
# Myeloid diff MLP GFP+ MAC1+ %: second read-out of Myeloid diff MLP, no call of its own (marks repeat the call); GFP+ MAC1+ double positive, %; measured here: differentiation confirmed by MAC1 staining
# The depositor's hits bear a star; i = inactive; ? = inconclusive; . = not tested or not shown; & = joins results of further samples; [ ] = dose if it differs, or a comment. This is a random part of the collection, and some 2.3% of all compounds hit somewhere here.
SMILES,Myeloid diff MLP,Myeloid diff MLP GFP+ MAC1+ %,MgcRacGAP inhibition,NTR1 ag,NTR1 ag cell count 20 µM,Large T inhibition,TNAP activation fold,UTI89 phage lysis,PhoP inhibition,T cell HTS,T cell HTS vesicle-bound %,RSV CPE inhibition
CCOC(=O)C1CCN(C(=O)CNC(=O)Cn2c(C)cc3ccccc3c2=O)CC1,i,0.5,7.6%,-0.4,55,0.2%,.,-0.2%,7.1%,i,22.5,0.5%
CCC1(O)CC(c2ccccc2)=NN1C(=O)c1ccccc1F (stereo not given),i,0.8,1.2%,-1.4,60,6.9%,.,-0.5%,.,i,45.0,.
Cc1cc(=O)[nH]c2c1c(C)nn2C1CCOC(C)(C)C1 (stereo not given),i,3.7,-1.0%,0.2,53,1.8%,1.1,0.0%,13.8%,i,26.8,-1.1%
Cc1c(Cl)c(C(=O)NC2CCCC2)nn1C,i,0.9,4.5%,0.3,77,-0.1%,1,0.8%,0.1%,i,59.5,0.9%
O=C(CN1CCN(Cc2ccccc2)CC1)Nc1nnc(C(F)(F)F)s1,i,0.3,-14.3%,-0.2,59,-0.8%,.,-0.8%,5.0%,i,21.7,-0.2%
Cc1ccc(O)c(N=Nc2ccc(S(=O)(=O)N3CCCC3)cc2)c1,i,1.5,-1.1%,2.3,64,23.9%,.,0.1%,1.9%,i,37.6,-0.3%
Cn1nc(C(=O)OCC(=O)Nc2ccc(S(N)(=O)=O)cc2)c2ccccc2c1=O,i,1.2,2.0%,1.5,54,6.4%,.,-0.2%,-9.8%,i,25.2,1.0%
COc1cc(/C=N/NC(=O)c2cccs2)ccc1O,i,1.1,9.7%,1.6,56,5.62µM*,.,0.3%,-2.7%,i,32.4,?
Cc1cc(C(=O)N/N=C/c2cc([N+](=O)[O-])ccc2O)c2ccccc2n1,i,0.5,11.2%,2.0,51,18.5%,0.9,0.8%[50 µM],18.3%,i,21.0,4.8%
O=C(Oc1ccc(/C=N/NC(=O)c2ccccn2)cc1)c1cccc(F)c1,i,2.6,9.0%,-0.2,73,4.6%,.,1.8%[50 µM],5.4%,i,36.4,0.8%
CCOc1ccc(-c2noc(-c3ccncc3)n2)cc1OCC,i,0.4,2.1%,1.0,86,-1.5%,1.1,5.3%,-5.3%,i,16.5,3.1%
COc1cc(C(c2nnnn2C(C)(C)C)N2CCN(C)CC2)cc(OC)c1OC (stereo not given),i,0.6,-1.9%,0.6,37,1.6%,1.1,0.2%,4.3%,i,26.4,2.0%
C=CCn1c(O)c(N=NC(=O)CNC(=O)c2cccs2)c2ccccc21,i,0.6,10.9%,5.9,66,12.4%,1,0.4%,-4.3%,i,61.1,5.3%
CC(C)OC(=O)CSc1nnc(-c2ccccn2)n1N,i,0.5,.,2.0,44,6.3%,.,.,-4.2%,i,49.6,1.1%
CCN(c1ccc(OC)cc1)S(=O)(=O)c1csc(C(N)=O)c1,i,0.8,9.1%,-0.4,101,5.3%,.,0.1%,-5.8%,i,15.2,-0.4%
CC(C)(C)c1ccc(C(=O)Nc2cccc([N+](=O)[O-])c2)cc1,i,1.4,8.5%,.,.,11.7%,1,-0.8%[50 µM],0.6%,i,25.3,25.1%
O=C(c1nc2ccc(Cl)cn2c1CN1CCCC(CO)C1)N1CCc2ccccc2C1 (stereo not given),i,6.1,4.2%,-0.4,70,9.8%,.,-0.2%,-2.7%,i,41.7,1.9%
C=CCn1c(SCC(N)=O)nc2sc3c(c2c1=O)CCC3,i,0.4,12.6%,2.6,71,3.1%,.,1.3%,-2.6%,i,55.2,0.6%
CCCN(CCC)S(=O)(=O)c1ccc(C(=O)Nc2cccnc2)cc1,i,0.7,7.9%,0.7,79,14.2%,.,0.0%,.,i,36.1,1.4%
O=C(NC1CCCC1)c1ccc(S(=O)(=O)N2CCCC2)cc1,i,1.6,9.0%,-0.2,52,1.6%,1,0.3%,-7.8%,i,19.0,-0.1%
COc1cccc(/C=C2\CCc3ccccc3C2=O)c1,i,0.6,7.1%,3.4,103,-0.1%,.,0.3%,6.8%,i,10.9,1.6%
O=C(CSC1CCCCC1)N1CCN(c2ccccc2)CC1,i,1.2,13.1%,7.3,81,23.9%,1.1,1.8%,-7.1%,i,17.4,0.5%
O=C(NCc1ccccn1)c1ccc(NS(=O)(=O)c2ccccc2)cc1,i,1.3,-0.5%,0.0,58,6.5%,.,0.1%,0.8%,i,70.0,2.0%
O=C(O)CCc1ccc(S(=O)(=O)Nc2ccccc2N2CCCCC2)cc1,i,0.3,4.8%,-3.0,45,.,.,0.4%[50 µM],.,i,44.3,.
COc1cc(NC(=O)C2CC(c3cccc(Br)c3)=NO2)cc(OC)c1OC (stereo not given),i,1.6,-13.3%,2.3,58,20.9%,.,-1.3%,0.8%,i,39.4,-0.8%
CS(=O)c1ccccc1COC(=O)Nc1ccc(Cl)cc1 (stereo not given),i,0.6,6.4%,-0.3,54,10.8%,1.1,0.4%,-7.5%,i,48.8,?
CCC(=O)Nc1cccc(NC(=O)c2cccnc2)c1,i,0.9,9.0%,-1.1,63,1.6%,1.1,2.1%,-1.7%,i,53.7,1.2%
CNC(=S)NC1(C)CCS(=O)(=O)C1 (stereo not given),i,0.7,.,1.3,36,6.7%,.,.,-5.5%,i,35.5,0.7%
CCCCc1nc(NCC2CCCO2)c(C#N)c2c1COC(C)(C)C2 (stereo not given),i,0.6,5.9%,8.9,79,3.1%,1,0.1%,-5.9%,i,32.3,2.0%
COc1ccc(S(=O)(=O)NC(C)C(=O)NCc2ccc3c(c2)OCO3)cc1OC (stereo not given),i,1.4,-15.8%,2.7,45,-0.5%,.,-0.3%,-1.0%,i,15.7,0.5%
C=CCC1=C/C(=C\c2c(N)n3nc(CC(=O)N4CCOCC4)sc3nc2=O)C=C(OC)C1=O,i,1.1,12.2%,0.0,66,33.8%,.,0.0%,1.9%,i,6.1,2.9%
CCOC(=O)c1cnc(-c2ccc(C(F)(F)F)cn2)[nH]c1=O,i,0.3,.,-1.3,37,5.5%,.,.,-3.3%,i,5.8,3.1%
COc1cc2c(cc1OC)-c1cc(Nc3ccccc3)nc(=O)n1CC2,i,0.2,10.1%,1.8,57,6.2%,.,-1.1%,-4.1%,i,31.3,3.8%
CC(=O)c1ccccc1OC(=O)c1ccc(-c2ccccc2)cc1,i,0.6,3.0%,7.7,61,17.3%,.,-1.2%,.,i,10.8,1.8%
O=C(NC1CCCCC1)c1cccnc1Sc1ccccc1,i,0.6,8.3%,-0.3,51,6.5%,.,-0.2%,-2.5%,i,53.2,3.5%
Cc1ccc(-c2noc(CCC(=O)Nc3ccc4c(c3)OCO4)n2)cc1,i,0.9,8.9%,3.0,48,-1.8%,1.1,1.5%,-7.1%,i,42.6,0.9%
COc1ccccc1N(CC(=O)NCC1CCCO1)C(=O)CNS(=O)(=O)c1ccc(Cl)cc1 (stereo not given),i,0.7,1.2%,0.0,67,5.2%,.,0.0%,0.5%,i,36.4,1.8%
CCOc1cc(C(=O)OC(C)C(=O)Nc2ccc(S(N)(=O)=O)cc2)ccc1OCC(=O)N1CCOCC1 (stereo not given),i,1.4,9.1%,-0.7,53,10.1%,.,-0.1%[50 µM],11.9%,i,58.8,0.7%
COc1ccc(-n2nc(C(=O)NCC(=O)N3CCCCCC3)c3ccccc3c2=O)cc1OC,i,0.5,2.9%,-0.5,51,5.3%,.,2.3%,-0.5%,i,23.8,0.9%
O=C(COC(=O)C1CC1)NCCNC(=O)COC(=O)C1CC1,i,0.5,5.1%,-0.6,51,10.8%,.,0.0%[50 µM],-6.3%,i,33.8,-2.1%
O=C(CCc1nnc(CCCCc2ccccc2)o1)NC(c1cccnc1)C(F)(F)F (stereo not given),i,0.7,2.5%,0.1,44,25.4%,1.1,0.2%,1.0%,i,21.7,1.1%
Cc1ccccc1CC1(CO)CCCN(C(=O)c2ccc3ncccc3c2)C1 (stereo not given),i,0.1,1.9%,-0.5,27,4.0%,1,-0.6%,-0.3%,i,45.4,1.3%
COc1ccc(NC(=O)c2oc3ccccc3c2NC(=O)C2CC2)c(OC)c1,i,1.3,5.0%,15.5,57,4.1%,.,1.2%,-2.5%,i,48.2,0.6%
Cc1cc(=O)n2nc(N3CCCC3C(=O)Nc3ccc(C(C)C)cc3)sc2n1 (stereo not given),i,5.9,-5.2%,-2.3,56,-1.6%,.,5.0%,.,i,14.6,9.7%
Cc1cc(N2CCN(C(=O)c3ccco3)CC2)n2nc(C)nc2n1,i,0.7,0.1%,3.8,48,12.0%,1,-2.2%,3.6%,i,45.1,2.0%
O=C(CSc1nccn(-c2ccc3c(c2)OCCO3)c1=O)Nc1ccccc1,i,1.5,14.2%,0.4,62,36.5%,.,1.7%[50 µM],-7.6%,i,26.1,0.2%
CCCCCC(=O)N1CCN(S(=O)(=O)c2ccc3c(c2)OCCCO3)CC1,i,0.6,10.8%,0.6,61,0.7%,.,0.9%[50 µM],-4.5%,i,23.1,2.5%
O=C(NCCN1CCNC1=O)C1CCC(=O)N(CCc2ccccc2)C1 (stereo not given),i,1.4,3.8%,-0.2,54,17.1%,.,0.0%,-4.8%,i,9.4,0.3%
Cc1cc(NC(=O)CSc2nccn2C)no1,i,0.3,4.9%,-2.5,85,7.1%,1.1,-0.1%,-2.5%,i,46.8,-0.1%
Cc1occc1C(=O)Nc1cnn(CCCC(=O)O)c1,i,0.9,-1.4%,1.6,68,5.1%,.,0.0%[50 µM],5.4%,i,23.2,-0.1%
Cc1cc2oc3cc(NCCC4CCCN4C)ccc3c(=O)c2cc1C (stereo not given),i,1.2,8.4%,6.3,77,21.3%,.,5.4%,.,i,13.3,-4.8%
CCC(Oc1ccccc1)C(=O)OCC(=O)Nc1sccc1C(N)=O (stereo not given),i,0.4,0.8%,3.7,55,.,.,0.1%[50 µM],.,i,35.6,1.9%
C[C@H](CCC(=O)O)[C@H]1CC[C@H]2[C@@H]3CC[C@@H]4C[C@H](O)CC[C@]4(C)[C@H]3C[C@H](O)[C@]12C,i,1.5&2.4&1.8,7.0%&3.3%&0.0%,3.1,97,12.7%,.,2.2%&1.2%&0.1%,2.3%,i,38.5,0.9%
